Bioassay records deposited in PubChem by several laboratories.
S1P3 antag: S1P3 receptor antagonists, primary screen, cell-based. inhibition, % at 4.98 µM. Sphingosine 1-phosphate receptor 3 (Homo sapiens), Q99500. AID 485, 2006. CHO S1P3 NFAT-BLA reporter, FRET fluorescence, antagonist mode. 170,000 tested, 0.27% active;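 active = inhibition above the plate cutoff, the mean inhibition of test wells on that plate plus 3 SD, cut at about 28% in these data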;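 note: cells challenged with S1P at its EC80 of 0.8 µM; blue over green emission ratio from cleaved BLA substrate after 4 h stimulation; 0% = S1P-stimulated wells and 100% = unstimulated DMSO-only wells; some compounds past the cut are filed as inactive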
bIAP act: bovine intestinal alkaline phosphatase activators, primary screen, biochemical, bovine IAP, CDP-star luminescence; alkaline phosphatase, intestinal [Bos taurus]; purified bovine IAP, 30 min; stronger effect = higher value; fold of DMSO-control signal, blank-subtracted; activation factor at 20 µM; 200,000 tested, 0.17% active;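 active = activation factor of 2 or more at 20 µM, a signal rise over negative controls twice the positive control's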
Lmaj promast: Leishmania major promastigote growth inhibition, primary screen | Leishmania major promastigotes, resazurin fluorescence viability | inhibition, % at 10 µM | 200,000 tested, 9% active | AID 1063, 2008; in the data active = inhibition above about 50%;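 note: promastigotes grown with compound for 44 hours at 28 °C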
TLR4 MyD88 comp: inhibitors of TLR4-MyD88 association in cells, primary screen, cell-based, HeLa CL3-4, BLA complementation, FRET ratio; Toll-like receptor 4 (Homo sapiens) + Myeloid differentiation primary response protein …; HeLa CL3-4 TLR4/MyD88 BLA complementation; inhibition, % at 8.4 µM; 200,000 tested, 0.18% active; in the data active = inhibition above about 25%;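 note: 0% = vehicle and 100% = reference inhibitor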
TR-FRET SRC-2 ct: TR-FRET signal artefacts, primary screen, artefact control for PPARgamma SRC-2 agonist project, biochemical; TR-FRET artefact counter-screen; stronger effect = higher value; TR-FRET ratio at 8 µM; 200,000 tested, 0.4% active; AID 1049, 2008; in the data active = TR-FRET ratio above about 2000; note: inactives centre near 1500
PPARg SRC-1 ag: PPARgamma agonists recruiting SRC-1 coactivator, primary screen, biochemical; activation, % at 8 µM; Peroxisome proliferator-activated receptor gamma (Homo sapiens), P37231; 200,000 tested, 0.41% active; AID 631, 2007; PPARgamma-SRC-1 coactivator recruitment biochemical assay; in the data active = activation above about 19%;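 note: 0% = DMSO and 100% = reference agonist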
Target sequence (P37231 whole entry, looked up): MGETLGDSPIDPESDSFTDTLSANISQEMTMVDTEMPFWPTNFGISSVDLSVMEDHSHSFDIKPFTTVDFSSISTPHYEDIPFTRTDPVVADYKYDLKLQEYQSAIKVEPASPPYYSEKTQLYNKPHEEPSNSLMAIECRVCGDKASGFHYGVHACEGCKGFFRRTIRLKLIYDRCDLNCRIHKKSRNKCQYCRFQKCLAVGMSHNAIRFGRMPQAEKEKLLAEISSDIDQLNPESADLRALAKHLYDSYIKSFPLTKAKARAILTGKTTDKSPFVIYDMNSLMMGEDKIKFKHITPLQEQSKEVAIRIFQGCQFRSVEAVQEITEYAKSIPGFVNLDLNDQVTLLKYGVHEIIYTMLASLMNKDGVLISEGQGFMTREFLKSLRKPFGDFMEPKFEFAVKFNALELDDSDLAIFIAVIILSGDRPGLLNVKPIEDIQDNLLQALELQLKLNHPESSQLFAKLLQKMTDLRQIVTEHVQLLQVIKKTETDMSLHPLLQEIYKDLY
PPARg SRC2 recr: agonists of PPARg-SRC-2 recruitment, primary screen, biochemical, HTS; PPARgamma LBD-SRC-2 recruitment; 200,000 tested, 0.34% active; Peroxisome proliferator-activated receptor gamma (Homo sapiens), P37231; activation, % at 8 µM; in the data active = activation above about 22%;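 note: 0% = vehicle and 100% = reference agonist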
PPARg SRC-3 ag: PPARgamma agonists recruiting SRC-3 coactivator, primary screen, biochemical | 200,000 tested, 0.26% active | activation, % at 8 µM | biochemical PPARgamma/SRC-3 coactivator recruitment assay; in the data active = activation above about 23%;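 note: 0% = DMSO and 100% = reference agonist; some compounds past the cut are filed as inactive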
bIAP inh: bovine intestinal alkaline phosphatase inhibitors, primary screen, selectivity assay for TNAP inhibitor project, biochemical, bovine IAP, CDP-star luminescence | purified bovine IAP, 30 min | inhibition, % at 20 µM | 190,000 tested, under 10 active;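 active = over 50% inhibition of intestinal alkaline phosphatase at 20 µM in the single-dose screen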
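test system = bovine IAP enzyme | medium = DEA buffer 100 mM, pH 9.8, with MgCl2 1.0 mM, ZnCl2 0.02 mM | detection = luminescence | dosing = single compound dose of 20 µM, 2% DMSO final | incubation = 30 min reaction at room temperature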
ROMK mod: ROMK potassium channel modulators, primary screen, cell-based, thallium flux, MLSMR library; ATP-sensitive inward rectifier potassium channel 1 (Homo sapiens), P48048; Tet-inducible ROMK, thallium flux fluorescence; actives lie on both sides; B-score at 10 µM; 130,000 tested, 2% active; AID 1918, 2009;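 active = signal ratio slope over the read window, or its plate-corrected B-score, at least 3 SD from the plate mean, either direction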;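 note: B-score of the F/F0 ratio slope over 7 to 12 s after thallium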
DTT redox prof: compounds producing H2O2 with reducing agent – biochemical, NIH compound library profiling, artefact control for MLSCN library redox annotation, primary screen. 200,000 tested, 0.03% active. AID 878, 2007. DTT-dependent redox cycling H2O2, phenol red/HRP absorbance; 100% = 100 µM peroxide control, 0% = buffer. activation, % at 10 µM;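 active = activation of at least 50% relative to the plate's high and low controls in the primary single-dose screen; inactive = activation below 50%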;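 note: compound incubated with DTT at 0.8 mM final as the reducing agent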
Active calls of the source: *.

How did Cc1ccc(S(=O)(=O)Cn2nnnc2C(c2ccccn2)N2CCN(c3ccccc3)CC2)cc1 (stereo not drawn) do in these assays?
S1P3 antag: 24; bIAP act: 1.1; Lmaj promast: -4; TLR4 MyD88 comp: -2; TR-FRET SRC-2 ct: 1355; PPARg SRC-1 ag: -6; PPARg SRC2 recr: -1; PPARg SRC-3 ag: -3; bIAP inh: -10; ROMK mod: 2.1; DTT redox prof: 0.9

How did CCOC(=O)C(CC)Sc1ncnc2nc[nH]c12 (stereo not drawn) do in these assays?
bIAP act: 0.9; Lmaj promast: -5; TLR4 MyD88 comp: -6; TR-FRET SRC-2 ct: 1607; PPARg SRC-1 ag: 4; PPARg SRC2 recr: 2; PPARg SRC-3 ag: 0; bIAP inh: 8; ROMK mod: 1.6; DTT redox prof: 1.6

How did Cc1ccccc1-c1nc(CS(=O)(=O)CC(=O)N(C)C2CCCCC2)c(C)o1 do in these assays?
S1P3 antag: 13; bIAP act: 1; Lmaj promast: -2; TLR4 MyD88 comp: -12; TR-FRET SRC-2 ct: 1598; PPARg SRC-1 ag: 0; PPARg SRC2 recr: 4; PPARg SRC-3 ag: 7; bIAP inh: 3; DTT redox prof: -0.1

What do the screens show for `N#C/C(=C\c1cccc(Cl)c1)c1n[nH]c(Cn2cncn2)n1`?
bIAP act: 0.9; Lmaj promast: -8; TLR4 MyD88 comp: 4; TR-FRET SRC-2 ct: 1504; PPARg SRC-1 ag: -4; PPARg SRC2 recr: 8; PPARg SRC-3 ag: 1; bIAP inh: 5; ROMK mod: -2.6*; DTT redox prof: 1.4

Results for CCOC(=O)C1CCCN(c2c(NCc3ccco3)c(=O)c2=O)C1 (stereo not drawn) ?
S1P3 antag: -10; bIAP act: 0.9; Lmaj promast: -7; TLR4 MyD88 comp: 5; TR-FRET SRC-2 ct: 1672; PPARg SRC-1 ag: 5; PPARg SRC2 recr: 2; PPARg SRC-3 ag: 1; bIAP inh: 5; DTT redox prof: -1.3

How did Cc1ccc(N=Cc2c(C)[nH]n(-c3nc4ccccc4[nH]3)c2=O)cc1 do in these assays?
S1P3 antag: 2; bIAP act: 1.1; Lmaj promast: -2; TLR4 MyD88 comp: 6; TR-FRET SRC-2 ct: 1478; PPARg SRC-1 ag: 0; PPARg SRC2 recr: 4; PPARg SRC-3 ag: 1; bIAP inh: -9; DTT redox prof: 0.1

How did O=C(c1ccccc1)N1CCCCCC1 do in these assays?
S1P3 antag: -1; bIAP act: 0.8; Lmaj promast: -3; TLR4 MyD88 comp: 2; TR-FRET SRC-2 ct: 1386; PPARg SRC-1 ag: -3; PPARg SRC2 recr: 4; PPARg SRC-3 ag: 7; bIAP inh: 20; ROMK mod: 0.64; DTT redox prof: -0.5

How did O=C(Nc1cnc2ccccn2c1=O)c1ccc(F)cc1 do in these assays?
S1P3 antag: -8; bIAP act: 0.9; Lmaj promast: 13; TLR4 MyD88 comp: -12; TR-FRET SRC-2 ct: 1415; PPARg SRC-1 ag: 0; PPARg SRC2 recr: 9; PPARg SRC-3 ag: -4; bIAP inh: 13; ROMK mod: -0.097; DTT redox prof: -2.1

How did CCN1CCN(CC(O)COCc2cc(OC)c(OC)c(OC)c2)CC1 (stereo not drawn) do in these assays?
S1P3 antag: -11; bIAP act: 1.1; Lmaj promast: -3; TLR4 MyD88 comp: -7; TR-FRET SRC-2 ct: 1545; PPARg SRC-1 ag: -2; PPARg SRC2 recr: 4; PPARg SRC-3 ag: -1; bIAP inh: -8; ROMK mod: -0.15; DTT redox prof: -1.0

What do the screens show for `CC(=O)c1ccc(N2CCN(S(=O)(=O)c3c(C)[nH]c(=O)[nH]c3=O)CC2)cc1`?
S1P3 antag: -7; bIAP act: 1; Lmaj promast: -6; TLR4 MyD88 comp: 9; TR-FRET SRC-2 ct: 1545; PPARg SRC-1 ag: 2; PPARg SRC2 recr: 2; PPARg SRC-3 ag: 2; bIAP inh: -1; ROMK mod: 0.24; DTT redox prof: 0.0

How did COc1ccc(C2NC(=O)NC(C)=C2C(C)=O)cc1 (stereo not drawn) do in these assays?
bIAP act: 0.9; Lmaj promast: -7; TLR4 MyD88 comp: -12; TR-FRET SRC-2 ct: 1603; PPARg SRC-1 ag: 12; PPARg SRC2 recr: 1; PPARg SRC-3 ag: 12; bIAP inh: 10; DTT redox prof: 0.0

How did CCC(=O)NCCc1nc2cc(NC(=O)c3ccc(OC)cc3)ccc2n1C do in these assays?
bIAP act: 1; Lmaj promast: 2; TLR4 MyD88 comp: -14; TR-FRET SRC-2 ct: 1542; PPARg SRC-1 ag: 2; PPARg SRC2 recr: 1; PPARg SRC-3 ag: -2; bIAP inh: -1; DTT redox prof: 0.6

How did CC(C)c1cc(C(=O)NCc2ccco2)no1 do in these assays?
S1P3 antag: -13; bIAP act: 0.9; Lmaj promast: -9; TLR4 MyD88 comp: -6; TR-FRET SRC-2 ct: 1616; PPARg SRC-1 ag: -3; PPARg SRC2 recr: 0; PPARg SRC-3 ag: 9; bIAP inh: 7; DTT redox prof: -0.2

Random excerpt: 3 records from the list.
How did CCOC(=O)C(CC)Sc1ncnc2nc[nH]c12 (stereo not drawn) do in these assays?
bIAP act: 0.9; Lmaj promast: -5; TLR4 MyD88 comp: -6; TR-FRET SRC-2 ct: 1607; PPARg SRC-1 ag: 4; PPARg SRC2 recr: 2; PPARg SRC-3 ag: 0; bIAP inh: 8; ROMK mod: 1.6; DTT redox prof: 1.6

What do the screens show for `N#C/C(=C\c1cccc(Cl)c1)c1n[nH]c(Cn2cncn2)n1`?
bIAP act: 0.9; Lmaj promast: -8; TLR4 MyD88 comp: 4; TR-FRET SRC-2 ct: 1504; PPARg SRC-1 ag: -4; PPARg SRC2 recr: 8; PPARg SRC-3 ag: 1; bIAP inh: 5; ROMK mod: -2.6*; DTT redox prof: 1.4

How did CC(C)c1cc(C(=O)NCc2ccco2)no1 do in these assays?
S1P3 antag: -13; bIAP act: 0.9; Lmaj promast: -9; TLR4 MyD88 comp: -6; TR-FRET SRC-2 ct: 1616; PPARg SRC-1 ag: -3; PPARg SRC2 recr: 0; PPARg SRC-3 ag: 9; bIAP inh: 7; DTT redox prof: -0.2
